High-throughput results deposited in PubChem BioAssay by Sanford-Burnham Center for Chemical Genomics.
PfG6PD inh – PfG6PD enzyme inhibitors, primary screen, biochemical, fluorescence intensity, uHTS. 350,000 tested, 0.78% active. inhibition, % at 20 µM. AID 504690, 2011. glucose-6-phosphate dehydrogenase-6-phosphogluconolactonase (Plasmodium falciparum 3D7). PfGluPho enzyme, NADPH resazurin-diaphorase fluorescence;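 active means inhibition reaching at least a set limit at 20 µM in the primary screen, cut at about 59% in these data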;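 further: 0% = DMSO wells with substrate and 100% = DMSO wells lacking glucose-6-phosphate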
SENP8 inh – human SENP8 protease inhibitors, primary screen, biochemical, fluorescence, Nedd8 protein substrate, uHTS; recombinant SENP8; inhibition, % at 20 µM; 360,000 tested, 0.64% active; AID 602440, 2012; in the data active means inhibition mostly above about 40%, no sharp cut-off; inactive means mostly below about 27%
Target sequence (Q96LD8 whole entry, looked up): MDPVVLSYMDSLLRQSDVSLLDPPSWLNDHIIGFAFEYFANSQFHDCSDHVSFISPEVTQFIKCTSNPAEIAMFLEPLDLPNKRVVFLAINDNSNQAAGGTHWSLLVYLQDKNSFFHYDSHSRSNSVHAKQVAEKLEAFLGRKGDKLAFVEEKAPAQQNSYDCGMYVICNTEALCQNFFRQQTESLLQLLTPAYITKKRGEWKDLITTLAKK
MPTP block – mitochondrial permeability transition pore inhibitors, primary screen, biochemical, isolated mouse mitochondria, absorbance; Ca2+ swelling absorbance, 30 min; inhibition, % at 10 µM; 360,000 tested, 1.4% active;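 active means inhibition of 50% or more, scaled per plate between neutral and stimulator controls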;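 further: 0% = DMSO wells given calcium and 100% = 1 mM EGTA wells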
Starred values were filed as active, the others as inactive; i = inactive. A portion of the library; count on the stated rates, not on these rows.

SMILES	PfG6PD inh	SENP8 inh	MPTP block
C[C@@H]1CN([C@@H](C)CO)C(=O)CCCn2nncc2CO[C@H]1CN(C)Cc1ccc(-c2ccccc2)cc1	8	2	-0.3
O=[N+]([O-])c1ccc(NN=C(Oc2ccccc2)c2ccc([N+](=O)[O-])cc2)cc1	8	-38	22
CC1CCCC(NC(=O)COC(=O)c2ccccc2C(=O)N(C)C2CCCCC2)C1C (configuration not stated)	-17	16	0.4
COCCNC(=S)N(C)[C@H]1C[C@H]2c3cc(-c4ccccc4)ccc3CCN2C(=O)[C@H]1[C@H](C)O	13	-13	-2.5
CC1=NN(c2ccccc2)C(=O)C1=Cc1ccccc1	7	50*	11
COC(=O)C1=C(C)NC(C)=C(C(=O)OC)C1C(=O)OCC(=O)NC1CCCCC1C (configuration not stated)	12	-414	-2.4
COC(=O)c1ccc(NC(=O)CN2CCC(NC(=O)c3ccccc3F)CC2)cc1	6	9	-1.0
CCc1ccc(NC(=O)CSc2nc(C)cs2)cc1	4	12	0.4
C[C@@H]1CCCCO[C@H](CN(C)Cc2ccc3c(c2)OCO3)[C@@H](C)CN([C@H](C)CO)C(=O)c2cc(NC(=O)c3ccccc3)ccc2O1	25	-5	-1.2
Cc1ccc(S(=O)(=O)N(C)C[C@@H]2Oc3ncc(Br)cc3C(=O)N([C@H](C)CO)C[C@@H]2C)cc1	-17	5	0.7

A run of entries from further up, for reference:
SMILES	PfG6PD inh	SENP8 inh	MPTP block
C[C@@H]1CCCCO[C@H](CN(C)Cc2ccc3c(c2)OCO3)[C@@H](C)CN([C@H](C)CO)C(=O)c2cc(NC(=O)c3ccccc3)ccc2O1	25	-5	-1.2
Cc1ccc(S(=O)(=O)N(C)C[C@@H]2Oc3ncc(Br)cc3C(=O)N([C@H](C)CO)C[C@@H]2C)cc1	-17	5	0.7

(list continues)
SMILES	PfG6PD inh	SENP8 inh	MPTP block
CCc1cc(-c2cnnn2Cc2ccccc2)ccc1-c1cn(CC(C)C)nn1	11	4	1.3
COc1ccc(CN2CCN(Cc3c[nH]c4ccccc34)CC2)c(OC)c1	-5	18	1.1
Nc1c(C(=O)Nc2ccc(Br)cc2)sc2nc(N3CCOCC3)c3c(c12)CCCC3	12	i	2.1
CC1=C(C(=O)N2CCOCC2)CC(CC(=O)NC2CCCCC2)C(=O)N1Cc1ccc(F)cc1 (configuration not stated)	-47	11	-0.8
COc1ccc(NC(=O)C[C@H]2C(=O)N(CCc3ccccc3)C[C@@H]2Cc2ccccc2)cc1	0	19	-0.9
C[C@H](CO)N1C[C@H](C)[C@@H](CN(C)S(=O)(=O)c2ccc(Oc3ccccc3)nc2)OCc2cn(nn2)CCCC1=O	9	-2	-0.1
O=C(CN1CCN(C(=O)c2cc(C3CC3)nn2-c2ccccc2)CC1)Nc1ccc(F)cc1	-6	13	0.9
COc1ccc(-n2nc3c(c2NC(=O)COc2ccccc2OC)CS(=O)(=O)C3)cc1	7	8	-2.5
N#Cc1ccc(NC(=S)NC(=O)C2CC2)cc1	-7	13	-0.4
COc1cccc(S(=O)(=O)N(C)C[C@H]2OCc3cnnn3CCCC(=O)N([C@H](C)CO)C[C@@H]2C)c1	1	11	-1.6
CCCCN(C(=O)CCOc1ccc(OCC)cc1)c1c(N)n(Cc2ccccc2)c(=O)[nH]c1=O	4	-2	0.3
C[C@H](O)[C@@H]1CN2CCc3c([nH]c4ccccc34)[C@@H]2C[C@@H]1N(C)C(=O)NC1CCCCC1	-22	-170	-1.0
CC(C)c1ccc(S(=O)(=O)N2CCN(C(=O)CCc3nc4ccccc4c(=O)[nH]3)CC2)cc1	3	-20	1.0
C[C@@H]1CN([C@@H](C)CO)C(=O)CCCn2nncc2CO[C@@H]1CN(C)S(=O)(=O)c1ccc(C#N)cc1	15	5	0.8
COc1ccc(NC(=O)C[C@H]2C(=O)N(c3ccc(Br)cc3)C[C@@H]2C)cc1	9	-40	-0.9
COc1cccc(S(=O)(=O)N(C)C[C@@H]2OCc3cnnn3CCCC(=O)N([C@@H](C)CO)C[C@@H]2C)c1	8	11	-1.2
C1=CCN(c2nc(N3CCOCC3)nc(N3CCCc4ccccc43)n2)CC1	0	9	1.4
Cc1ccccc1CC(=O)N1CCC(CCC(=O)NC2CC2)CC1	3	2	4.0
C[C@@H]1CN([C@@H](C)CO)C(=O)c2cc(NS(C)(=O)=O)ccc2O[C@@H](C)CCCCO[C@H]1CN(C)C(=O)Nc1ccc2c(c1)OCO2	11	8	1.8
N#CCSc1ccccc1NC(=O)CN1C(=O)NC(CCc2ccccc2)C1=O (configuration not stated)	1	8	-0.2
N#CCC(C(=O)c1cccnc1)c1ccccc1 (configuration not stated)	9	21	-0.6
COc1ccc([C@H]2C[C@H](O)[C@@H](n3cc(-c4ccc(F)cc4)nn3)CN2C(=O)C2CCCCC2)cc1	16	22	-0.7
C[C@H](CO)N1C[C@H](C)[C@@H](CN(C)C(=O)Nc2cccc(Oc3ccccn3)c2)OCc2cnnn2CCCC1=O	-6	6	0.6
CN(Cc1ccccc1)C(=O)CCC1CCN(C(=O)c2ccco2)CC1	-3	10	-0.1
O=C(C[C@H]1C[C@@H]2c3cc(NC(=O)Nc4ccccc4F)ccc3O[C@@H]2[C@H](CO)O1)NCc1ccccn1	10	-1	-0.6
Cc1nc2nc(C(F)(F)F)[nH]c2nc1C	20	-15	-1.5
CC(C)C1C(=O)N(Cc2cn(CCC3OCCO3)nn2)CCS(=O)(=O)N1Cc1ccc(-c2ccc(F)cc2)cc1 (configuration not stated)	6	8	0.0
COc1ccc(C(=O)CSc2nc3nn(-c4ccccc4)c(=O)c-3c3n2CCCCC3)c(OC)c1	5	11	0.2
O=C(C[C@H]1C(=O)N(Cc2cccnc2)C[C@@H]1Cc1ccccc1)Nc1ccccc1	-4	-17	0.1
O=[N+]([O-])c1ccc(NN=C(C2CC2)C2CC2)c([N+](=O)[O-])c1	-11	25	1.2
C[C@@H]1CN([C@@H](C)CO)C(=O)CCCn2cc(nn2)CO[C@H]1CN(C)S(=O)(=O)c1ccc(Oc2ccccc2)nc1	19	4	0.2
Sc1ccccc1N=Cc1cccs1	29	-472	-1.9
CN(C(=O)c1cc(-c2cccs2)nn1-c1ccccc1)C1CCS(=O)(=O)C1 (configuration not stated)	8	-8	0.1
CC(C)(C)OC[C@H](NC(=O)c1[nH]cnc1C(=O)Nc1ccccc1F)C(=O)OC(C)(C)C	38	9	-1.2
COCCN(C(=O)COC(=O)c1ccc2c(c1)OCO2)c1c(N)n(Cc2ccccc2)c(=O)[nH]c1=O	9	5	1.0
CCN(CC)C(=O)C1=C(C)N(Cc2ccccc2)C(=O)C(CC(=O)NC2CCCCC2)C1 (configuration not stated)	4	9	-0.1
COc1ccc(CCN2CC(C(=O)NCc3ccon3)CCC2=O)cc1 (configuration not stated)	-19	8	1.4
CCCCN1C(=O)C(CC(=O)NCc2ccco2)CC(C(=O)N(C)C)=C1C (configuration not stated)	-4	-12	-0.2
O=C(COC(=O)c1ccc2c(c1)OCCO2)Nc1ccccc1C(F)(F)F	9	17	1.1
CCc1ccc(CNC(=O)C2CCN(S(=O)(=O)N3CCCCC3)CC2)cc1	0	22	1.5
CC1=C(C(=O)N(C)C)CC(CC(=O)NCc2cccc3ccccc23)C(=O)N1Cc1ccccc1 (configuration not stated)	-4	-1	-1.6
C[C@H]1CN([C@@H](C)CO)C(=O)CCCn2nncc2CO[C@H]1CN(C)S(=O)(=O)c1cccc(C#N)c1	-9	8	-1.1
Cc1cccc(NC(=O)c2nc[nH]c2C(=O)Nc2cc(Br)ccc2F)c1	0	-1	0.6
C[C@@H]1CN([C@H](C)CO)C(=O)CCCn2cc(nn2)CO[C@H]1CN(C)C(=O)Nc1cccc(Oc2ccccn2)c1	-10	4	0.0
CN(CCOc1ccccc1)C(=O)c1cc(S(=O)(=O)N2CCOCC2)c(Cl)cc1Cl	-4	21	-0.1
CC(C)NC(=O)N(C)C[C@@H]1OCc2cnnn2CCCC(=O)N([C@@H](C)CO)C[C@H]1C	-4	16	1.6
CCCCN1C[C@H](Cc2ccccc2)[C@@H](CC(=O)Nc2ccc(OC)cc2)C1=O	-16	32	0.7
Oc1c(C(c2ccccc2)N2CCCCC2)ccc2ccccc12 (configuration not stated)	50	-5	-3.4
COc1ccc(C(=O)NC(C)Cc2c[nH]c3ccccc23)cc1 (configuration not stated)	-1	8	-1.8
CC1=C(C(=O)N(C(C)C)C(C)C)CC(CC(=O)NC2CCCC2)C(=O)N1Cc1ccccc1 (configuration not stated)	-3	5	-0.3

Full records, quoted from the list. Screens in order: PfG6PD inh	SENP8 inh	MPTP block
`CN(CCOc1ccccc1)C(=O)c1cc(S(=O)(=O)N2CCOCC2)c(Cl)cc1Cl` reads -4	21	-0.1
`CCCCN1C[C@H](Cc2ccccc2)[C@@H](CC(=O)Nc2ccc(OC)cc2)C1=O` reads -16	32	0.7

More entries follow:
SMILES	PfG6PD inh	SENP8 inh	MPTP block
CN1C(=O)[C@H]2[C@@H](c3ccc(C(F)(F)F)cc3)N[C@]3(CCCN(CC4CCCCC4)C3=O)[C@H]2C1=O	1	16	-0.6
CCOc1ccccc1NC(=O)C1CCCN(S(=O)(=O)c2ccc3c(c2)CCCN3C(C)=O)C1 (configuration not stated)	7	7	-0.7
Cc1ccc([C@@H]2C[C@H]3[C@@H](CN2S(=O)(=O)c2ccc(C)cc2)C(=O)C[C@@H](c2ccc(Cl)cc2)N3S(=O)(=O)c2ccccc2C)cc1	6	-3	-0.7
COc1ccc(C2CCCCCN2C(=O)C2CCN(S(=O)(=O)c3ccc(C)cc3)CC2)cc1 (configuration not stated)	-14	18	3.9
CC1(c2cccc(Br)c2)NC(=O)N(CC(=O)Nc2ccc(N3CCCCC3)cc2)C1=O (configuration not stated)	6	22	0.7
COc1ccccc1S(=O)(=O)N(C)C[C@H]1OCc2cnnn2CCCC(=O)N([C@@H](C)CO)C[C@H]1C	11	14	-1.9
CCCCn1c(SCCN2CCCCC2)nc2c1c(=O)n(C)c(=O)n2C	-14	11	-0.6
CC(=O)N1c2ccccc2Sc2ccc3ccccc3c21	25	0	-0.3
c1ccc2c(c1)nnn2Cn1nnc2ccccc21	-10	4	-1.4
CC(=O)N1C[C@H]2CON(C)[C@H]2C[C@H]1c1ccc(-c2ccccc2)cc1	-4	-5	-0.6

Part of the list above in order of length of the SMILES, falling.
SMILES	PfG6PD inh	SENP8 inh	MPTP block
COc1ccc(C2CCCCCN2C(=O)C2CCN(S(=O)(=O)c3ccc(C)cc3)CC2)cc1 (configuration not stated)	-14	18	3.9
CC(=O)N1c2ccccc2Sc2ccc3ccccc3c21	25	0	-0.3
c1ccc2c(c1)nnn2Cn1nnc2ccccc21	-10	4	-1.4

SENP8 inh: entries above that show a hit
SMILES	PfG6PD inh	SENP8 inh	MPTP block
CC1=NN(c2ccccc2)C(=O)C1=Cc1ccccc1	7	50*	11

Next entries follow:
SMILES	PfG6PD inh	SENP8 inh	MPTP block
CCc1ccc(/C=C2\SC(=S)N(CCCC(=O)NC3=NCCS3)C2=O)cc1	-7	26	4.0
Cc1nc(Cc2nnc(SC(C)C(=O)Nc3ccccc3)o2)cs1 (configuration not stated)	11	15	-1.0
CCOC(=O)C1CCN(C(=O)c2ccccc2)c2scc(-c3ccccc3)c2C1=O (configuration not stated)	8	-110	-0.5
c1ccc(SC23CC4CC(CC(C4)C2)C3)nc1	3	4	-1.8
CC(=O)c1ccc(Cc2ccc(C(C)=O)s2)s1	-18	6	-0.9
